# TCR CD3 inh – human TCR-CD3 binding inhibition. 360,000 compounds, 0.37% hits. inhibition, % at 9.4 µM. AID 651800. TAMRA-labeled TCR probe fluorescence, biochemical; in the data active = inhibition above about 19%;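 also: recombinant mutant TCR 2C K166C tagged with TAMRA read by polarization; 0% = receptor in buffer alone and 100% = receptor with positive control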
# DDE Tn7 FP inh – DD(E)-Tn7 binding inhibition, primary FP screen. P02675. 370,000 compounds, 0.13% hits. FP displacement of FITC-Tn7 peptide from fibrin DD(E); 0% = median of compound wells per plate. AID 720508. inhibition, % at 8.3 µM;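 active = inhibition above the mean of compounds falling within the control limits plus 3 SD of them, cut at about 14% in these data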;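 also: 0% = plate median of compound wells and 100% = 10 µM Aha-Tn7 peptide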
#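 Measure: % inhibition scaled between sample-field median and high-control FP; Test system: human fibrin DD(E); Quantity: 2 µM final DD(E) protein; Doses: one dose, 8.3 µM nominal; Schedule: compound with protein 10 min, then 3 h after probe, room temperature; Detection: fluorescence polarization; Medium: Tris buffer with calcium and detergent, pH 7.8.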
# LEDGF integ inh – blocks HIV-1 LEDGF/p75-dependent DNA integration; TR-FRET IN-LEDGF/p75 DNA integration, Eu/Cy5; inhibition, % at 3.7 µM; 370,000 compounds, 0.64% hits; AID 743269;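 active = inhibition above the screen-wide mean plus 3 SD, cut at about 13% in these data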;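 also: signal is the Cy5 over europium emission ratio at 671 and 618 nm; 0% = plate median of compound wells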
# TDP2 absorb – blocks human TDP2 phosphodiesterase activity. O95551. recombinant TDP2, T5PNP hydrolysis, p-nitrophenol absorbance 415 nm. inhibition, % at 12.8 µM. 370,000 compounds, 0.34% hits. AID 720702;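 active = inhibition above the mean of all tested compounds plus 3 SD, set per campaign, cut at about 25% in these data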;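 also: 0% = DMSO with enzyme and 100% = buffer with substrate but no TDP2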
# Target sequence (O95551 whole entry, looked up): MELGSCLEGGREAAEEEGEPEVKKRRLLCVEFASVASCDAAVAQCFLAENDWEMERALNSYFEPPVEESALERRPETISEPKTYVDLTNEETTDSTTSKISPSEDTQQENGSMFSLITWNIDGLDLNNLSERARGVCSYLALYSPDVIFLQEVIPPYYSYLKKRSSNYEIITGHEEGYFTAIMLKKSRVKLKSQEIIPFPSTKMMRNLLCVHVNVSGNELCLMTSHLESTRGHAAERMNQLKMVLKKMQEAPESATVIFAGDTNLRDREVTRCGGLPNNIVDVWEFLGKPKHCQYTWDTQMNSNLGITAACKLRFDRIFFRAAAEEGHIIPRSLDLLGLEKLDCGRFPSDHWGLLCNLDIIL
#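 Test system: human TDP2 enzyme; Input: 120 nM TDP2 per well; Buffer or medium: Mg2+-containing Tris-HCl buffer, pH 7.5; Reagent: 5 mM T5PNP; Dosing: 12.8 µM single point, 1% DMSO; Incubation: reaction 2 h, 37 °C; Detection: p-Nitrophenol epi absorbance; Read-out: % inhibition relative to enzyme-containing and enzyme-free wells; Replicates: single well per compound.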
# HTRA1 inhibitor – inhibitors of human serine peptidase HTRA1. 340,000 compounds, 0.5% hits. Q92743. recombinant HTRA1, FP-rhodamine activity-based probe, fluorescence polarization. inhibition, % at 5.96 µM; in the data active = inhibition above about 36%;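 also: 0% = enzyme with DMSO and 100% = wells lacking enzyme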
# PRMT1 inh – PRMT1 (human) inhibition, primary screen; Q99873; recombinant PRMT1, activity-based probe fluorescence polarization; inhibition, % at 2.79 µM; 370,000 compounds, 1.3% hits; AID 652257;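 active = inhibition above about 21% made by adding two undisclosed values, limit read from the data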
# Target sequence (Q99873 whole entry, looked up): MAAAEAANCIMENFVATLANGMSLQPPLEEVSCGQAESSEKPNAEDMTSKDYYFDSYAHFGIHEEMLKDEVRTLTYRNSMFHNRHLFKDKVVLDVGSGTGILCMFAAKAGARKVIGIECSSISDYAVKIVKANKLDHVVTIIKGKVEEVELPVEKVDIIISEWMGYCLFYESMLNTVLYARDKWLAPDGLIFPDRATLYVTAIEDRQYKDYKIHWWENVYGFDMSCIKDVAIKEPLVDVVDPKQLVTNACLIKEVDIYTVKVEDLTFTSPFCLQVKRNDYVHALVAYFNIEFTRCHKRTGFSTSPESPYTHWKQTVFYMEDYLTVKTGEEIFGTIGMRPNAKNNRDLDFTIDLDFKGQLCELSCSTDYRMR
# SIAE primary – blocks human sialic acid acetylesterase. SIAE FP-Rh probe binding, fluorescence polarization. 370,000 compounds, 0.69% hits. inhibition, % at 9.66 µM. Q9HAT2;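 active = inhibition above a cutoff: mean of compounds within the control limits plus 3 SD of those, cut at about 17% in these data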;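 also: 0% = plate median of compound wells and 100% = probe without SIAE protein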
# mABHD4 FP – inhibitors of mouse ABHD4; Q8VD66; purified mABHD4, FP-Rh probe fluorescence polarization; inhibition, % at 8.92 µM; 370,000 compounds, 0.54% hits;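 active = inhibition exceeding the mean over every tested compound plus 3 SD, cut at about 30% in these data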;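 also: 0% = plate median of compound wells and 100% = S159A mutant with DMSO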
# Target sequence (Q8VD66 whole entry, looked up): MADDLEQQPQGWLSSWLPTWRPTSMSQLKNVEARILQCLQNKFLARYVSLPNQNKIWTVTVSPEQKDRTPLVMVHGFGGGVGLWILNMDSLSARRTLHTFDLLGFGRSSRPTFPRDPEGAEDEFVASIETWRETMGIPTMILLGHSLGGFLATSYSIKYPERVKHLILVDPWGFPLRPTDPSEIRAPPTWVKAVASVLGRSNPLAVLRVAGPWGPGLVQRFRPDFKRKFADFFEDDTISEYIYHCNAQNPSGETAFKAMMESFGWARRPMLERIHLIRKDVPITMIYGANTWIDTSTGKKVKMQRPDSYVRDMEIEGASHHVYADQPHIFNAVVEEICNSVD
#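 System: mouse ABHD4 enzyme, wild type / Medium: HEPES pH 7.0, NaCl, Pluronic buffer / Reagent: FP-Rh activity-based fluorescent probe / Control set: S159A mutant high control, sample median low control / Detection: fluorescence polarization with parallel and perpendicular emission, 525/598 nm / Schedule: 45 min + 60 min at 25 °C / Compound dosing: 8.92 µM, single dose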
# PG9 binder – binds the HIV-1 gp120 antibody PG9. TR-FRET gp120-PG9 antibody binding. inhibition, % at 6.7 µM. 360,000 compounds, 0.43% hits. AID 624416; in the data active = inhibition above about 8.5%
# UHRF1 binding – human UHRF1 methylated DNA binding inhibitors. Q96T88. AID 687016. inhibition, % at 4.4 µM. 370,000 compounds, 0.75% hits. UHRF1 binding to methylated oligo, TR-FRET; in the data active = inhibition above about 21%;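 also: UHRF1 SRA domain binding a hemimethylated CpG hairpin DNA probe; 0% = median of test compound wells and 100% = reference inhibitor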
# An asterisk follows results filed as active; . = no result given.
SMILES,TCR CD3 inh,DDE Tn7 FP inh,LEDGF integ inh,TDP2 absorb,HTRA1 inhibitor,PRMT1 inh,SIAE primary,mABHD4 FP,PG9 binder,UHRF1 binding
CNC(=O)C1(C)CCN1C(=O)c1ccccc1CCc1ccccc1 (centres undefined),-2.9,-2.7,2.1,-0.4,.,-3.0,0.5,4.7,-0.7,2.7
O=C(CNC(=O)c1ccccc1Cl)OC1CCOC1=O (centres undefined),-0.6,-1.4,-5.4,-9.2,8.2,11.6,-5.7,-4.8,-0.8,1.1
C=CCc1cccc(CNc2nc3ccccc3n2C)c1O,-0.1,-8.4,-0.9,5.5,8.2,-1.5,7.0,4.3,-2.1,-0.2
FC(F)(F)c1cccnc1N1CCN(c2ncnc3nc[nH]c23)CC1,-2.5,2.8,9.0,4.1,2.4,-1.0,-2.9,-3.7,-0.9,0.0
COc1ccc(C)cc1NC(=O)C1CCCCC1C(=O)O (centres undefined),7.5,0.7,1.1,-0.6,3.3,-1.0,2.6,3.7,-0.4,0.1
CCNC(=O)N(C)c1c(CC)nc2ccc(C(=O)Nc3cccc(OCC(=O)N(C)C)c3)cn12,-6.5,8.6,-3.3,-2.3,.,3.5,3.2,-2.9,1.0,3.4
O=C(NCc1ccco1)c1cccc(NC(=O)c2ccco2)c1,11.0,-0.2,0.6,-8.3,-4.8,2.9,-10.2,-1.9,-0.8,3.9
Cc1ccc(Nc2nc(N)nc(CSc3nccn3C)n2)cc1,4.3,3.6,0.4,-6.7,-1.8,-2.9,-1.0,-10.1,1.1,-6.7
Cn1c(SCC(=O)Nc2cccc(NC(=O)c3cccs3)c2)nnc1-c1ccncc1,3.0,-8.2,2.9,-7.1,11.5,0.3,-5.6,-4.5,-2.7,3.0
Cn1ccnc1SCC(=O)Nc1cccc(S(=O)(=O)N2CCCCCC2)c1,7.4,6.1,1.3,-3.7,0.3,-1.9,-0.9,-1.1,-0.5,-1.8
c1cnc2ccc(C(c3nnnn3C3CCCCC3)N3CCCCC3)cc2c1 (centres undefined),3.6,-0.5,1.5,-3.4,-8.1,1.6,-0.2,-3.8,-1.9,-2.0
Cc1ccc2c(c1)N(S(=O)(=O)c1cc(-c3cc(C)no3)ccc1C)CCO2,2.1,0.2,-9.1,-13.8,-24.5,3.0,-6.3,-12.2,-1.5,1.7
C#CCOc1ccc(C2C3=C(CC(C)(C)CC3=O)N(CC(=O)O)C3=C2C(=O)CC(C)(C)C3)cc1,-7.2,0.2,-4.0,-6.8,2.7,6.2,2.7,1.3,0.9,-0.8
COc1ccc(C(C)=O)cc1COC(=O)CNC(=O)c1cc(C)cc(C)c1,0.5,-6.9,2.2,-6.6,-8.5,-3.6,-2.3,-9.2,-2.4,18.5
COc1ccc(C2c3ccc(O)cc3Oc3ncn4nc(-c5ccccn5)nc4c32)cc1OC (centres undefined),2.6,-8.4,-1.5,20.5,-14.5,-2.6,-7.9,-13.3,-0.6,-1.4
CC(C)OCc1c(C(=O)OC/C(O)=C(\C#N)c2nc3ccccc3[nH]2)oc2ccccc12,1.9,-0.1,-1.5,1.7,10.4,-4.6,1.6,0.4,-0.1,-1.8
Cc1ccc2nc(SCC(=O)Nc3ccccc3N3CCOCC3)c(C#N)cc2c1,-2.4,-7.0,-0.5,8.3,4.1,-1.7,-2.7,1.9,0.8,1.2
CC(C)CC(=O)Nc1cccc(-c2cn3ccsc3n2)c1,0.2,1.5,0.1,2.0,-0.4,0.7,-3.1,4.6,-2.1,-3.4
O=C(Nc1ccc(O)cc1C(=O)O)c1cccc(Br)c1,4.6,3.9,0.6,8.2,-6.3,-1.2,-20.1,6.6,1.0,-3.8
CCOCCn1ccc2c(OCC(=O)Nc3ccc(OC)c(OC)c3)cccc2c1=O,2.6,-0.6,3.0,0.1,-4.1,0.2,-5.1,-2.6,1.4,2.4
O=C(CCNC(=O)c1ccccc1)NCCc1ccc(Cl)cc1,-5.9,0.9,1.9,-23.8,-1.7,-3.6,1.5,-6.7,0.8,3.1
CCN1CCN(C(c2cccs2)C(C)NC(=O)NC2CCCCC2)CC1 (centres undefined),3.5,-7.9,1.0,-1.0,-5.7,-1.1,-4.3,1.3,-1.0,-0.7
O=C(COC(=O)Cn1[nH]c(=O)c2ccccc2c1=O)NNC(=O)c1ccccc1,2.4,-3.5,-2.2,-14.6,-3.4,-0.3,-2.3,3.1,1.1,-4.1
O=C(COc1ccc(Cl)cc1Cl)N(C1CCCCC1)C1CCS(=O)(=O)C1 (centres undefined),-1.8,-2.8,2.2,2.5,7.0,-1.4,1.7,1.1,-0.4,-4.2
C[C@@H](C(=O)NCc1ccccn1)[C@H]1C[C@]1(C)[C@H](NC(=O)OCc1ccccc1)c1ccccc1,3.3,-1.0,0.6,-15.3,-15.9,-1.7,5.7,-5.1,-2.3,-0.8

# A stretch taken from the entries so far, for reference:
SMILES,TCR CD3 inh,DDE Tn7 FP inh,LEDGF integ inh,TDP2 absorb,HTRA1 inhibitor,PRMT1 inh,SIAE primary,mABHD4 FP,PG9 binder,UHRF1 binding
CNC(=O)C1(C)CCN1C(=O)c1ccccc1CCc1ccccc1 (centres undefined),-2.9,-2.7,2.1,-0.4,.,-3.0,0.5,4.7,-0.7,2.7
O=C(CNC(=O)c1ccccc1Cl)OC1CCOC1=O (centres undefined),-0.6,-1.4,-5.4,-9.2,8.2,11.6,-5.7,-4.8,-0.8,1.1
C=CCc1cccc(CNc2nc3ccccc3n2C)c1O,-0.1,-8.4,-0.9,5.5,8.2,-1.5,7.0,4.3,-2.1,-0.2

# Carrying on:
SMILES,TCR CD3 inh,DDE Tn7 FP inh,LEDGF integ inh,TDP2 absorb,HTRA1 inhibitor,PRMT1 inh,SIAE primary,mABHD4 FP,PG9 binder,UHRF1 binding
COc1ccc(-c2[nH]ncc2CN2CCCC(C(=O)c3cccc(OC)c3)C2)cc1 (centres undefined),-2.2,6.7,1.4,-1.9,-7.7,-3.5,-2.2,0.5,-2.3,-1.3
COCCNC(=S)N/N=C(\C)c1ccc2cc(OC)ccc2c1,-4.4,2.2,0.3,10.8,-6.5,-1.4,4.3,5.3,0.6,-4.1
Cc1ccc(NC(=O)CC2C(=O)NCCN2C(=S)Nc2ccccc2)c(C)c1 (centres undefined),4.1,-2.4,-1.9,7.7,10.0,-1.8,-7.9,8.4,-3.5,-3.5
CCCCC(CCc1ccccn1)C(=O)c1ccccc1 (centres undefined),-1.5,-5.9,5.7,7.5,-2.2,-3.7,0.8,-5.8,0.7,-0.5
Cc1[nH]c2ccccc2c1C(c1ccccn1)N1CCC(C)CC1 (centres undefined),-2.4,0.1,-2.9,1.7,0.2,-1.5,-1.4,5.9,-0.8,-2.0
CCCC[C@@H]1C[C@H]1[C@@H](NC(=O)c1ccco1)c1ccc(C(=O)OC)cc1,2.5,5.2,-1.8,-7.8,.,-2.0,-10.4,-4.8,-0.5,-4.2
COc1ccc(Br)cc1C(=O)Nc1ccccc1N1CCCC1,-3.5,2.0,5.1,-1.5,-10.1,-2.2,2.5,3.2,-1.5,3.6
CC(=O)N(c1ccccc1)c1nc(/C=C/C(=O)O)cs1,4.4,-5.9,3.2,-5.6,8.0,-0.9,1.3,2.3,1.1,2.6
CSCC(=O)N1CCC(n2nccc2NC(=O)CCCc2ccccc2)CC1,3.1,2.5,0.7,6.1,-4.6,1.5,7.2,2.1,-3.5,1.9
Cc1c(C(=O)N2CCCC2)oc2c1-c1[nH]ncc1CC2,-5.7,2.9,-0.6,1.5,-4.0,5.8,4.0,-0.3,-1.3,-0.1
Cc1ccc2c(c1)nnn2C1CCN(CC(=O)NCCc2nc3ccccc3[nH]2)CC1,4.6,-2.8,-3.0,-1.9,1.4,-1.6,3.5,-2.6,-0.1,-0.9
CC(C)=CCC/C(C)=C/CNC(=O)CC1C[C@H](C(=O)N2CCOCC2)[C@@]2(C)c3[nH]c4ccccc4c3CCN2C1=O (some centres undefined),7.7,4.8,-10.4,1.6,0.1,-0.6,-2.5,1.0,-0.2,-2.8
COCc1ccc(C(=O)N2CCCC(C(=O)c3ccc(SC)cc3)C2)s1 (centres undefined),-5.3,-6.1,-6.9,-5.8,-5.0,-0.1,0.4,-1.5,0.0,2.9
COc1ccc2oc(=Nc3cccc(F)c3)c(C(N)=O)cc2c1,1.0,0.0,-0.4,0.5,-8.3,0.5,2.1,-1.9,-0.5,-2.4
O=c1[nH]cnc2c1nnn2C1OC(CO)C(O)C1O (centres undefined),-2.2,-1.1,4.1,5.2,.,1.8,0.9,0.7,-0.9,0.0
O=C(CN1CCc2cc3c(cc2C1)OCCCO3)Nc1c(F)cccc1F,8.1,-0.3,-3.8,-17.4,0.6,0.9,2.7,-9.9,-0.1,0.0
CCC(C)(C(=O)NC1CCCCC1)N(C(=O)c1ccccn1)c1ccc(C)cc1 (centres undefined),-0.6,-0.5,-1.4,-11.5,-8.9,-2.4,-4.7,-2.5,2.5,-1.3
Cc1c(NC(=O)CN2C(=O)NC3(CCC(C)CC3)C2=O)c(=O)n(-c2ccccc2)n1C (centres undefined),-8.7,-1.6,-2.6,8.7,5.2,4.1,-5.0,-0.7,0.7,0.2
CCC(C)[C@H](NC(=O)[C@H](Cc1ccccc1)NC(=O)OC(C)(C)C)C(=O)NCc1ccccc1Br (some centres undefined),.,2.5,-4.3,-10.6,.,8.8,0.1,-7.2,.,3.0
O=C(Nc1ccc(N2CCOCC2)cc1)c1ccc(Cl)c(S(=O)(=O)N2CCCC2)c1,-6.7,4.2,-0.5,3.4,3.5,-1.7,7.7,3.5,-1.8,2.4
O=C(Nc1ccccc1)Oc1ccccc1N1CCOCC1,-2.7,-4.0,0.8,14.7,0.9,-1.9,9.9,-1.4,-0.6,-3.1
COc1ccc(C(=O)N(C)CC(O)c2ccccc2)cc1OC1CCN(C(C)=O)CC1 (centres undefined),4.4,3.4,-1.9,-0.6,0.9,-4.8,-2.8,-4.8,-1.7,1.6
COc1cc(-c2nnc(-c3ccco3)o2)ccc1OCc1ccccc1,-2.0,-0.8,5.4,-0.9,-10.2,-2.4,-9.7,-7.0,-1.8,0.4
Cc1csc2c(=O)sc(NC(=O)c3cccs3)nc12,1.6,0.7,2.0,8.1,.,-7.9,-13.6,2.4,63.7*,0.0
Cc1cc(N2CCN(C)CC2)nc2ccc(NC(=S)N3CCC4(CC3)OCCO4)cc12,-3.4,-0.5,-2.6,-17.2,7.2,12.3,0.1,-9.6,1.7,0.9
O=C(COC(=O)c1sc2cc(F)ccc2c1Cl)Nc1ncc(Cl)cc1Cl,1.5,3.2,4.2,-6.8,-2.0,0.1,-1.0,1.2,-1.7,2.2
CC(=O)Oc1ccc(-c2cccc(C(=O)NCCCO)c2)cc1,2.9,-0.8,2.2,10.1,8.2,-1.8,5.4,0.7,0.2,2.9

# Screens: PubChem, The Scripps Research Institute Molecular Screening Center
